TrxR1 substrate = qHTS Assay for Substrates of Mammalian Selenoprotein Thioredoxin Reductase 1 (TrxR1): qHTS; Thioredoxin reductase 1, cytoplasmic (Rattus norvegicus), O89049; purified TrxR1 substrate turnover, NADPH consumption readout; Potency, µM (top dose mostly 114 µM), for the others: at the highest dose activity change, negative = substrate turnover; 390,000 tested, 0.01% active; AID 588456, 2011; also: potency is read from the fitted curve at half-maximal effect; % is scaled to controls: 0 for no effect and ±100 for the full control effect; nearly all actives have a fitted effect of over 50% in size
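Rat TrxR1, dispensed at 90 nM, was prereduced with 400 uM NADPH (final) for 5 min at ~22 deg C, then incubated with compound 15 min before 400 uM selenite. A first-read NADPH fluorescence drop versus no-compound background flagged substrates.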
TRHR enhancer = qHTS for Small Molecule Agonists and Allosteric Enhancers of Human TRH Receptor: Primary Screen for Enhancers. Thyrotropin-releasing hormone receptor (Homo sapiens), P34981. TRHR cells, fluo-8 calcium fluorescence, EC20 TRH enhancement. enhancement, % at 2 µM. 360,000 tested, 0.66% active. AID 493056, 2011; in the data active = enhancement above about 30%; also: 0% is about no effect
Target sequence (P34981 whole entry, looked up): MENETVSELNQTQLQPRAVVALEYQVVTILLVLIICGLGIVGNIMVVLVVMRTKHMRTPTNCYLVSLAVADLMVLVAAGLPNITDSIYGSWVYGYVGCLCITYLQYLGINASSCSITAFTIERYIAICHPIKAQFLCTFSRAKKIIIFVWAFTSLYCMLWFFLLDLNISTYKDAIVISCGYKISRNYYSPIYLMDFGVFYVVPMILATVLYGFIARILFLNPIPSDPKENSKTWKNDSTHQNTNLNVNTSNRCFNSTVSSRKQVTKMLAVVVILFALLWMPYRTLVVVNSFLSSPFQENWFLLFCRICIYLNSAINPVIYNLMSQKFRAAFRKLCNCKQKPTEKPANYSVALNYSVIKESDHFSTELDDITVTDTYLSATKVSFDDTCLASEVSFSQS
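TRHR-expressing cells loaded with fluo-8 calcium dye were read kinetically (ex 480/em 530) during compound addition, then stimulated with an EC20 of TRH (10 nM final). Enhancement of the Gq-mediated intracellular calcium response was scored.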
IDH1 R132H inh = qHTS for Inhibitors of mutant isocitrate dehydrogenase 1 (IDH1): qHTS. Isocitrate dehydrogenase [NADP] cytoplasmic (Homo sapiens), O75874. IDH1-R132H enzyme, NADPH consumption, diaphorase/resazurin fluorescence. Potency, µM (titrated, usually from 76.6 µM), for the others: at the highest dose activity change, negative = inhibition, most hits filed as inhibitors. 390,000 tested, 0.093% active. AID 602179, 2012; also: potency is read from the fitted curve at half-maximal effect; % is scaled to controls: 0 for no effect and ±100 for the full control effect; nearly all actives have a fitted effect of over 65% in size
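IDH1-R132H (0.5 ug/mL dispensed) in pH 7.5 Tris buffer was preincubated 30 min with compound, then given a substrate mix of 0.016 mM NADPH and 2 mM alpha-KG for 80 min at room temperature; remaining NADPH was read by diaphorase/resazurin fluorescence.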
TRHR agonist = qHTS for Small Molecule Agonists and Allosteric Enhancers of Human TRH Receptor: Primary Screen for Agonists; Thyrotropin-releasing hormone receptor (Homo sapiens), P34981; TRHR cells, calcium flux fluo-8, FDSS agonist mode; activation, % at 2 µM; 360,000 tested, 0.18% active; in the data active = activation above about 30%; also: 0% is about no effect
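In this calcium-flux screen, cells bearing human TRHR are dye-loaded with fluo-8, baselined for 10 cycles, then exposed to library compounds; positive kinetic calcium responses during the agonist phase mark hits, with TRH as control.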
TrxR1 inh = qHTS Assay for Inhibitors of Mammalian Selenoprotein Thioredoxin Reductase 1 (TrxR1): qHTS | Potency, µM (titrated, usually from 114 µM), inactives show at the highest dose activity change, negative = inhibition, most hits filed as inhibitors | Thioredoxin reductase 1, cytoplasmic (Rattus norvegicus), O89049 | 390,000 tested, 1% active | recombinant rTrxR1, NADPH fluorescence consumption, selenite substrate; also: potency is read from the fitted curve at half-maximal effect; % is scaled to controls: 0 for no effect and ±100 for the full control effect; nearly all actives have a fitted effect of over 65% in size
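Rat TrxR1 (90 nM in the dispensed reagent) was pre-reduced with 400 uM NADPH for 5 min at room temperature, then incubated with compound for 15 min. After 400 uM selenite was added, NADPH fluorescence (Ex 340/Em 450 nm) was followed for 8 min.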
D2 agonist = HTS Assay for Allosteric Agonists of the Human D2 Dopamine Receptor: Primary Screen for Agonists; HEK293 T-REx D2 cells, calcium flux agonist mode; AID 485358, 2010; 340,000 tested, 0.53% active; activation, % at 2 µM;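 active = activation over 3 SD above normal in the single-dose calcium agonist read, cut at about 30% in these data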; also: 0% is about no effect
Target sequence (P14416 whole entry, looked up): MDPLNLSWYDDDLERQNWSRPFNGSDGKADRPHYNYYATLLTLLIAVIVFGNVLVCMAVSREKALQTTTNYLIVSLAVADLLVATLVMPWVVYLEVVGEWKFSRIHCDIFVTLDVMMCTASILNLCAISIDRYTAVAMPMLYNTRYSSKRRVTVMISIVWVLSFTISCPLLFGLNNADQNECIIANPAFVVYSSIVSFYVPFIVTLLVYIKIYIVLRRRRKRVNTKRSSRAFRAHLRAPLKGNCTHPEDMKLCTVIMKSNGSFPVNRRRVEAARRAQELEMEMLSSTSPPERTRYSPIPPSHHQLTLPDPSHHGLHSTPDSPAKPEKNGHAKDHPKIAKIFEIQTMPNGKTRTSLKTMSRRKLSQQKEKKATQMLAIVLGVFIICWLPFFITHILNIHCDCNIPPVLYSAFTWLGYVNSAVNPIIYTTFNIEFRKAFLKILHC
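HEK293 Trex D2 cells, tetracycline-induced, o/n 30 C 5% CO2; no-wash Ca dye, RT 30–90 min; 10-cycle baseline, 23 nl cpd added, kinetic Ca read 180 s; agonist hits = positive Ca response.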
Pin1 inh = qHTS Assay to Find Inhibitors of Pin1. Pin1 FP peptide displacement, HiFluor488, 10 min. Potency, µM (series often up to 115 µM), for the others: at the highest dose activity, negative = inhibition, hits mostly inhibitors. Peptidyl-prolyl cis-trans isomerase NIMA-interacting 1 (Homo sapiens), Q13526. 390,000 tested, 0.009% active; active = well fitted inhibition curve with a large enough effect in the polarisation, with a control signal flat, not every such curve was filed as active; inconclusive = small, poorly fitted or top-dose-only effect, or effect the other way, or a change in a side signal; inactive = no such curve, though single readings can be large or run the other way; the % refers to the polarisation; also: potency is read from the fitted curve at half-maximal effect; % is scaled to controls: 0 for no effect and ±100 for the full control effect
Target sequence (Q13526 whole entry, looked up): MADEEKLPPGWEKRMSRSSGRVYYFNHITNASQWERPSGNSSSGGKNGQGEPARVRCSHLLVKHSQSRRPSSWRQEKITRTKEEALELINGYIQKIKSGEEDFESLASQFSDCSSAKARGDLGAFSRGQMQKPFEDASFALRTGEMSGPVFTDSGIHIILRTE
D2 antag = HTS Assay for Allosteric Antagonists of the Human D2 Dopamine Receptor: Primary Screen for Antagonists; AID 485344, 2010; D(2) dopamine receptor (Homo sapiens), P14416; inhibition, % at 10 µM; 340,000 tested, 2% active; HEK293 TREx D2 cells, calcium flux, dopamine EC80; in the data active = inhibition above about 30%; also: 0% is about no effect
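Tetracycline-induced HEK293 TREx cells expressing D2 receptor forced-coupled to calcium signalling, loaded with no-wash calcium dye. Compounds added and calcium flux read 180 s, then dopamine added at EC80 and read a further 180 s.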
USP1 inh = Inhibitors of USP1/UAF1: Primary Screen. Ubiquitin carboxyl-terminal hydrolase 1 (Homo sapiens), O94782. 390,000 tested, 0.23% active. AID 743255, 2014. Potency, µM (highest dose often 57.1 µM), for inactives: at the highest dose activity change, negative = inhibition, hits mostly inhibitors. recombinant USP1/UAF1, Ub-Rhodamine cleavage fluorescence; also: potency is read from the fitted curve at half-maximal effect; % is scaled to controls: 0 for no effect and ±100 for the full control effect; nearly all actives have a fitted effect of over 60% in size; inactives centre near -12
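Step one: compound is pinned into 1nM USP1/UAF1 in HEPES pH 7.8 buffer with TCEP. Step two: 15 min room-temperature incubation. Step three: Ub-Rho (150nM final) starts cleavage, tracked by fluorescence over six one-minute reads.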
* hit, by the source's call; ? = inconclusive; · = no result given; & = joins results of further samples; [ ] = another dose, or the depositor's remark. Unless noted, calls follow the shape of the dose curve; as a rule, active = well fitted inhibition curve with a large enough effect; inconclusive = small, poorly fitted or top-dose-only effect; inactive = no such curve, though single readings can be large or run the other way. This is a subset (hit frequency here may not be typical).

Results follow in this order: TrxR1 substrate, TRHR enhancer, IDH1 R132H inh, TRHR agonist, TrxR1 inh, D2 agonist, Pin1 inh, D2 antag, USP1 inh
- Cc1ccc2c(c1)N(CC(=O)NCCCN1CCCCC1)C(=O)c1cccnc1O2
→ 7%&1%, 1&10, 3%&-7%, 0.2&-0.6, 17%&6%, 0.0&0.3, 0%&3%, -12, -10%&19%
- COC(=O)C1=C(C)N(C)C(=O)NC1c1c(OC)ccc2ccccc12 (stereo not drawn)
→ -1%, -6, 9%, 0.1, 5%, -0.4, 4%, 2, -3%
- Cc1cc(C)cc(NC(=O)CSc2n[nH]c(-c3cccnc3)n2)c1
→ 3%, 3, -1%, -0.6, 35%[activator], -0.7, -10%, 6, -11%
- C=C(C)c1nc2cc(OC)c(OC)cc2c(=O)o1
→ 4%[2.29 µM], 4, 1%, -0.3, -9%, 1.1, -3%, 17, -17%
- CSC(=S)N/N=C(\C)c1ccc(Br)cc1
→ -5%[57.1 µM], -9, 2%, 0.0, -10%[57.1 µM], 1.9, -3%, 11, -20%
- C/C(=N\NC(=O)CNC(=O)c1cccc(F)c1)c1ccc2ccccc2c1
→ 3%, -4, 31%[activator], 0.1, 25%, -0.8, -1%, -8, -2%
- O=C(Cn1ccc2ccccc2c1=O)NCCC(=O)Nc1cccnc1
→ 8%[57.1 µM], -8, 2%, 1.5, -3%, 0.2, -8%, -2, -10%
- COc1ccc(-c2cc(=Nc3ccc(C(=O)O)cc3)c3cc(C)ccc3o2)cc1
→ 143%[activator][57.1 µM], 2, 0%, -1.1, 154%, -1.5, -5%, -5, -6%
- Nc1c(C(=O)Nc2ccccc2Br)sc2nc(-c3cccs3)ccc12
→ -4%, -4, -6%, 2.1, 2%, 0.6, 23%, ·, -12%
- O=C(c1ccccc1-c1nc2ccccc2[nH]1)N1CCCCC1
→ 8%, -4, 12%, 0.6, 9%[57.1 µM], 1.1, -4%, -7, -17%
- O=C(O)[C@@H]1CSC2(CCSC2)N1 (stereo partly drawn)
→ ·, 3, ·, 0.9, ·, 0.3, ·, -5, ·
- O=S(=O)(Nc1ccc2c(c1)OCO2)c1cccs1
→ -2%, 1, 2%, -0.7, 2%, -0.7, 4%, 5, -4%
- O=C(NNc1ccccc1[N+](=O)[O-])Nc1ccccc1
→ 4%[57.1 µM], -7, 3%, -0.6, 10%[57.1 µM], -0.6, 8%, -11, -10%
- CCOC(=O)C1CCN(C(=O)C(=O)Nc2ccc3nc4n(c(=O)c3c2)CCCCC4)CC1
→ 2%[57.1 µM], 2, -2%, -0.5, 12%[57.1 µM], -0.7, -3%, 15, -9%
- Cc1ccccc1CN1N=C(/C=C/c2ccccc2)CCC1=O
→ -1%[57.1 µM], -1, 10%, 0.8, 23%[57.1 µM], 1.3, ?, -12, -10%
- Cc1ncoc1C(=O)NCc1ccccc1Cl
→ -8%, 0, 4%, 0.2, -11%, ·, -10%, ·, -9%
- Cc1ccc(C(=O)CSc2nnc(CNc3nc(-c4ccccc4)cs3)n2C)cc1
→ -14%, 6, 1%, -0.5, 14%[57.1 µM], 0.6, 28%, 10, -8%
- O=C(CCCCCn1c(=O)c2sccc2n(CC(=O)Nc2ccccc2F)c1=O)NCc1ccc2c(c1)OCO2
→ 2%, -7, -7%, -0.2, 12%, -0.2, 31%[activator], ·, 5%
- CCC(=O)Nc1c(S(=O)(=O)c2ccccc2)c2nc3ccccc3nc2n1C(C)c1ccccc1 (stereo not drawn)
→ 46%[activator], -3, -7%, -0.3, -15%, -0.3, 14%, -13, -8%
- CC(C)c1ccc(S(=O)(=O)c2nnn3c2nc(NC2CCCC2)c2sccc23)cc1
→ 20%, -4, -24%, 0.4, 48%[activator], -0.4, 16%, ·, -20%

Four structures already listed, arranged by count of non-hydrogen atoms, rising:
Results follow in this order: TrxR1 substrate, TRHR enhancer, IDH1 R132H inh, TRHR agonist, TrxR1 inh, D2 agonist, Pin1 inh, D2 antag, USP1 inh
- CSC(=S)N/N=C(\C)c1ccc(Br)cc1
→ -5%[57.1 µM], -9, 2%, 0.0, -10%[57.1 µM], 1.9, -3%, 11, -20%
- Cc1cc(C)cc(NC(=O)CSc2n[nH]c(-c3cccnc3)n2)c1
→ 3%, 3, -1%, -0.6, 35%[activator], -0.7, -10%, 6, -11%
- O=C(Cn1ccc2ccccc2c1=O)NCCC(=O)Nc1cccnc1
→ 8%[57.1 µM], -8, 2%, 1.5, -3%, 0.2, -8%, -2, -10%
- COc1ccc(-c2cc(=Nc3ccc(C(=O)O)cc3)c3cc(C)ccc3o2)cc1
→ 143%[activator][57.1 µM], 2, 0%, -1.1, 154%, -1.5, -5%, -5, -6%

Continued.
Results follow in this order: TrxR1 substrate, TRHR enhancer, IDH1 R132H inh, TRHR agonist, TrxR1 inh, D2 agonist, Pin1 inh, D2 antag, USP1 inh
- CC(=O)N1c2c(cc(Br)cc2S(=O)(=O)N2CCCCC2)CC1C (stereo not drawn)
→ -5%, 11, 0%, -0.6, 8%, -3.3, 1%, -17, -19%
- CSC1=NCCN1C(=O)Cc1ccc(-c2ccccc2)cc1
→ -13%[57.1 µM], 2, 13%, 0.3, 36%[activator][57.1 µM], 2.9, 22%, -2, ?
- O=C(NCCCCCCNC(=O)c1cncc(O)c1)c1cncc(O)c1
→ 24%, -3, 1%, 0.2, 1%, -1.2, 0%, -6, -15%
- O=C(O)C1C2C=CC(C2)C1C(=O)NCCc1ccccc1 (stereo not drawn)
→ 8%, 3, 0%, -0.1, 18%, 53*, -1%, 23, -13%
- COc1cccc(C(=O)N2CCN(Cc3ccccn3)CC2)c1
→ 1%, 5, -10%, -0.9, 24%, 2.6, -9%, -15, -7%
- C[C@@H](O)c1nc2ccccc2n1N
→ 1%, -6, -1%, 0.0, 11%, 0.1, 3%, 11, -20%
- N#Cc1c(C(F)(F)F)cc(=O)[nH]c1SCC(=O)O
→ -6%, 12, -10%, 0.5, 1%, 1.6, 3%, 4, -11%
- O=C(N/N=C/c1ccc[nH]1)c1ccccc1O
→ -2%[57.1 µM], -4, 9%, 0.4, 13%[57.1 µM], 0.3, -1%, 10, ?
- CCOc1ccc(NCc2cc3cc(OC)ccc3[nH]c2=O)cc1
→ 2%, 2, 7%, 6.0, -9%, 0.3, 2%, -12, -10%
- Cc1ccc(C(=O)N/C(=C/c2ccco2)C(=O)N2CCOCC2)cc1
→ -1%[57.1 µM], 7, -3%, -0.5, 10%[57.1 µM], 2.3, 0%, 9, -12%
- O=C(C#Cc1ccccc1)Nc1cccc(F)c1
→ 9%[2.29 µM], -1, 15%, 0.1, -11%[57.1 µM], -2.4, -1%, -32, -2%
- COc1ccc(C(=O)NCC2OCCc3ccccc32)cc1OC (stereo not drawn)
→ 1%, 1, 7%, -0.3, 26%, 1.4, -5%, 4, -2%
- C/C(=N/NC(=O)c1ccc(C(C)(C)C)cc1)c1ccccn1
→ 6%[57.1 µM], ·, 0%, ·, 6%, ·, -3%, ·, 13%
- CC(Sc1nnnn1C)C(=O)Nc1ccc(Oc2ccccc2)cc1 (stereo not drawn)
→ -8%[57.1 µM], -4, 13%, -1.5, -3%[57.1 µM], -1.7, ?, -17, -4%
- CCc1ccc(NC(=O)COc2cccc(-n3cnnn3)c2)cc1
→ -3%, -1, 4%, -0.4, 2%, 0.4, 1%, 37*, -15%
- COc1ccc(-n2cnnc2SCC(=O)Nc2cccnc2Cl)cc1
→ 6%[57.1 µM], 2, -1%, 0.1, 23%, 0.1, 0%, -15, 2%
- COC(=O)c1ccc(CSc2nc3c([nH]c4ccccc43)c(=O)n2-c2cc(C)cc(C)c2)o1
→ 1%[57.1 µM], 1, 14%, 0.0, 11%[57.1 µM], ·, -2%, ·, -30%
- Cc1ccc(OCC(=O)N(Cc2ccccc2)C2CCS(=O)(=O)C2)c([N+](=O)[O-])n1 (stereo not drawn)
→ -8%, 8, -3%, -0.4, -15%, 0.4, 4%, -9, -14%
- CCC/C(=N/NC(=O)c1nnn(-c2nonc2N)c1CN1CCCCC1)c1ccccc1
→ 1%, ·, 0%, ·, 9%, ·, -1%, ·, -11%
- CCc1ccc(NC(=O)c2cc(-c3ccco3)on2)cc1
→ 3%, 1, 5%, 0.0, -13%, 0.3, 18%, -16, -10%
- COCCn1c(C)cc(C2=NNC(=Nc3ccc(F)cc3)SC2)c1C
→ -3%, -2, -1%, -0.4, -19%, -0.5, 6%, -7, -13%
- Cc1c(-n2c(=O)n(Cc3ccccc3)c(=O)c3[nH]cnc32)cccc1S(C)=O (stereo not drawn)
→ -16%[57.1 µM], 10, 7%, 0.9, 27%[57.1 µM], 2.1, 24%, -6, -18%
- Cc1ccc(CN2C(=O)C(C)Nc3ncnc(N4CCOCC4)c32)cc1 (stereo not drawn)
→ -8%, 3, -2%, -0.1, -2%, -0.2, -3%, 4, 12%
- COc1ccc2c(C)c(C(=O)N3CCN(Cc4ccccc4)CC3)oc2c1
→ -8%, 70*, 3%, 0.1, 9%, 0.4, ?, 7, -1%

High-throughput results (PubChem BioAssay)
